Assay outcomes as filed in PubChem.
Tb PFK inh: inhibitors of T. brucei phosphofructokinase; O15648; T. brucei PFK, ADP-Glo luminescence; Potency, µM (doses to about 57.5 µM), for inactives: at the top dose activity, negative = inhibition, actives largely listed as inhibitors; actives 0.17% (n = 330,000);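 also: potency is read from the fitted curve at half-maximal effect; 0% = uninhibited 1x PFK enzyme wells and -100% = no-enzyme wells; nearly all actives have a fitted effect of over 60% in size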
Target sequence (O15648 whole entry, looked up): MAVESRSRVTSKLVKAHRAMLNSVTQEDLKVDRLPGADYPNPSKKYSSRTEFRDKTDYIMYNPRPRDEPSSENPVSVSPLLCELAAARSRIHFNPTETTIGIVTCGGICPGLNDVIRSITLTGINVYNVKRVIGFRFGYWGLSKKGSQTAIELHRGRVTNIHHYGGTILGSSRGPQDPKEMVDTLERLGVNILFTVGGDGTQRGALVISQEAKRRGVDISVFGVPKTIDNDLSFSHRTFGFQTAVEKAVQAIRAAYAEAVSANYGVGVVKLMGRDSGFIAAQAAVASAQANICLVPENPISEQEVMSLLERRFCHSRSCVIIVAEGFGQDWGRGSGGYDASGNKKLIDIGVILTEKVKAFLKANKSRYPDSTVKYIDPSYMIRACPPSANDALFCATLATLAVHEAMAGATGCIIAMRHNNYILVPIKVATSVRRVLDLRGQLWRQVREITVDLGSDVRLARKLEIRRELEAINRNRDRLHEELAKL
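1.25 nM PFK with 0.5 mM F6P and 0.1 mM ATP in 0.1 M TEA pH 8.0, 5 mM MgCl2, incubated 45 min at room temperature; ADP measured by ADP-Glo luminescence; compounds titrated up to 57 uM.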
Eya2 inh: blocks the phosphatase activity of human Eya2. Potency, µM (top dose mostly 76.9 µM), for the others: at the highest dose activity, negative = inhibition, usual class: inhibitors. recombinant Eya2, OMFP fluorescence dephosphorylation (OMFP is methylfluorescein phosphate). AID 488837. actives 0.006% (n = 330,000); also: potency is read from the fitted curve at half-maximal effect; % is scaled to controls: 0 for no effect and ±100 for the full control effect
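Eya2 (0.2 uM) preincubated 10 min at ambient with compound, then OMFP substrate added at 50 uM; 10 min reaction in 50 mM HEPES pH 7.5, 50 mM NaCl, 5 uM MgCl2, 0.05% BSA, 1 mM DTT. Fluorescence read at Ex 485/Em 525 nm.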
a7 integrin act: integrin-mediated muscular dystrophy alleviation activation; alpha7betagal myoblasts, beta-gal FDG fluorescence, 48 h; Potency, µM (doses to about 38.3 µM), for inactives: at the highest dose activation, actives largely listed as activators; actives 0.064% (n = 350,000); AID 624291;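 also: potency is read from the fitted curve at half-maximal effect; 100% = response of the positive control SU9516; nearly all actives have a fitted effect of over 60% in size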
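Alpha7betagal+/- myoblasts (passage 13) were plated 16-24 hr, then exposed to compounds (1:260 dilution of DMSO stock) for 48 hours at 37C. After MPER lysis, β-galactosidase reporter activity was read as FDG fluorescence (ex 480/em 540) after 30 minutes.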
S-ASM inh: blocks human secretory acid sphingomyelinase. placental ASM, HMU-PC fluorogenic substrate, 60 min. Potency, µM (highest dose often 57.5 µM), inactives show at the top dose activity change, negative = inhibition, actives largely listed as inhibitors. actives 0.006% (n = 340,000). AID 504937; also: potency is read from the fitted curve at half-maximal effect
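HMU-PC0 cleavage (9 uM final) by human placental ASM, 60 min at 37 °C following 10 min compound exposure at RT; stopped at pH 10, fluorescence Ex 386/Em 447 nm.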
TSG101-PTAP inh: blocks PTAP/TSG101 interaction to inhibit HIV-1 budding | Potency, µM (titrated, usually from 115 µM), without a hit: at the top dose activity change, negative = inhibition, hits mostly inhibitors | Q99816 | 340,000 tested, under 10 active | Fluorescence polarization, FITC-PTAP peptide / Tsg101 binding | AID 493005; active = well fitted inhibition curve with a large enough effect in the main read-out, with a control signal flat, not every such curve was filed as active; inconclusive = small, poorly fitted or top-dose-only effect, or effect the other way, or a change in a side signal; inactive = no such curve, though single readings can be large or run the other way; also: potency is read from the fitted curve at half-maximal effect; % of control where 0% means no effect
Target sequence (Q99816 whole entry, looked up): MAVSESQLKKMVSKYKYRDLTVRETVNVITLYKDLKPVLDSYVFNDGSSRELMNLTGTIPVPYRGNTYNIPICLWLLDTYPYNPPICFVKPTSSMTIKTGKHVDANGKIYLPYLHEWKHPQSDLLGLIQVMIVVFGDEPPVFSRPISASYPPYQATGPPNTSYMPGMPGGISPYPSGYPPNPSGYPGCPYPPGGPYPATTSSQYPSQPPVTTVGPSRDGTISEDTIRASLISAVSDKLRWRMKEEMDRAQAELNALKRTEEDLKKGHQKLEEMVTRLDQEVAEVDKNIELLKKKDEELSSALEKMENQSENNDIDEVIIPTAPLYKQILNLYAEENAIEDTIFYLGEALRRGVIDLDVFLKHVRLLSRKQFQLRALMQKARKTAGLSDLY
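Steps: Tsg101 binding domain dispensed (10 uM final), compounds pinned in DMSO, FITC-labeled PTAP-motif peptide added (50 nM final); after 20 min binding at room temperature, polarization measured.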
TSHR antagonist: antagonists of human thyroid stimulating hormone receptor; TSHR-expressing cells, TSH-stimulated cAMP HTRF, 2 h; stronger effect = lower value; activity change, negative = inhibition, % at 11.5 µM; AID 504810; P16473; actives 0.2% (n = 330,000);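 active = activity change below a set negative limit, meaning inhibition stronger than a set level, cut at about -70% in these data; inconclusive = activity change between two set negative limits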; also: % is scaled to controls: 0 for no effect and ±100 for the full control effect
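Competitive HTRF cAMP read-out (cryptate anti-cAMP antibody, cAMP-d2; 30 min, room temperature) in freshly harvested TSHR cells. Compounds added before TSH at EC80 (4nM final), followed by 2 hours' incubation at 37 deg C.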
A-T KAP1 phos: potential ataxia-telangiectasia treatment | […] A-T fibroblasts, KAP-1 phosphorylation AlphaLISA; neocarzinostatin DNA damage 30 min before lysis | Potency, µM (highest dose often 57.5 µM), for the others: top-dose activation, hits mostly activators | actives 0.19% (n = 320,000) | AID 485349; also: potency is read from the fitted curve at half-maximal effect; % of control where 0% means no effect; nearly all actives have a fitted effect of over 45% in size
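hTERT-immortalized A-T patient fibroblasts ([…]), 500 cells/well in OPTI-MEM, 1% FBS, got compounds for 60 min, then NCS for 30 min at 37C. Lysates were then assayed for phospho-KAP-1 by AlphaLISA (anti-pKAP1 donor, anti-KAP1 acceptor beads), 6 hr at 25C.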
ELG1 DNA repair: inhibitors of ELG1-dependent DNA repair in HEK293T cells | HEK293T ELG1-luciferase reporter, luminescence, 16 h; DNA damage induced by 5-fluorouridine | Potency, µM (titrated, usually from 46.1 µM), for the others: at the highest dose activity change, negative = inhibition, most hits filed as inhibitors | actives 2.3% (n = 330,000); also: potency is read from the fitted curve at half-maximal effect; % is scaled to controls: 0 for no effect and ±100 for the full control effect; nearly all actives have a fitted effect of over 55% in size
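Quantitative HTS, concentration-response format. 2,000 cells/well co-treated with 5-fluorouridine and compound, 16 hr in 5% CO2 at 37 °C; ONE-Glo luminescence read after 30 min.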
Chronic BCR inh: inhibitors of chronic active B-cell receptor signaling | actives 0.05% (n = 340,000) | ABC-DLBCL IkBa-CBG/CBR reporter, luminescence ratio, 4 h | Potency, µM (top dose mostly 46.1 µM), for inactives: at the highest dose ratio change, negative = lower green/red ratio, usual class: inhibitors; active = well fitted inhibition curve with a large enough effect in the signal ratio, with a control signal flat, not every such curve was filed as active; inconclusive = small, poorly fitted or top-dose-only effect, or effect the other way, or a change in a side signal; the % refers to the signal ratio;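 also: potency is read from the fitted curve at half-maximal effect; plate controls were basal doxycycline-induced cells for no effect and cells given 10 µM MG132 for full effect; MG132 reads +100%, hits lower the ratio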
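Concentration-response series (up to 46 uM) were applied to TMD8 dual-reporter cells for 4 h at 37C with doxycycline. Green/red ratio, after filter-overlap correction, defined %Activity; red signal alone was normalised to basal cells and zero luminescence.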
Mito fusion act: mitochondrial division inhibition or fusion activation. S. cerevisiae fusion-defective mutant growth rescue, CellTiterGlo 48 h. Potency, µM (highest dose often 46.1 µM), for the others: at the top dose growth rescue (activation), hits mostly activators. actives 0.23% (n = 320,000). AID 485298;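 also: potency is read from the fitted curve at half-maximal effect; % of control where 0% means no effect; nearly all actives have a fitted effect of over 45% in size; temperature-sensitive fusion mutants such as fzo1-1 at 37 °C on non-fermentable ethanol glycerol medium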
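Read-out: ATP-based luminescence (CellTiterGlo, 10 min ambient) reporting growth of fusion-defective ts yeast after 48 hours at 37C on glycerol/ethanol YPEG medium in the presence of compound.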
TCR act: T cell receptor activation; primary human leukocytes, anti-CD3, IL-2 HTRF, 48 h; Potency, µM (highest dose often 9.22 µM), for inactives: at the top dose activation of IL-2 secretion, usual class: activators; 330,000 tested, under 10 active; AID 504894; also: % of control where 0% means no effect
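IL-2 produced over 48 hr by a-CD3 bead-stimulated primary human leukocytes exposed to compounds was detected with a homogeneous time-resolved FRET immunoassay, 665nm acceptor signal after 320nm excitation.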
Numbers without * were called inactive; i = inactive; ? = inconclusive; nt = no result given; [ ] = dose if it differs, or a comment. Unless noted, calls follow the shape of the dose curve; as a rule, active = well fitted curve in the direction sought with a large enough effect; inconclusive = small, poorly fitted or top-dose-only effect, or another doubt; inactive = no such curve, though single readings can be large; an effect the other way counts as inactive or inconclusive.

molecule	Tb PFK inh	Eya2 inh	a7 integrin act	S-ASM inh	TSG101-PTAP inh	TSHR antagonist	A-T KAP1 phos	ELG1 DNA repair	Chronic BCR inh	Mito fusion act	TCR act
COc1cccc(OC)c1C(=O)Nc1ccc2c3c(cccc13)CC2	0%	-33%	14%	-1%	-2%	33	8%	-1%	-16%	-10%	4%
CCn1cc(Cl)c(C(=O)Nc2ccc(OC)c(OC)c2)n1	-13%	-13%	?	-1%	-3%	-14	3%	14%	6%	6%	1%
CC(=O)c1ccc(-c2ccc(C(=O)N3CCC(C(N)=O)CC3)o2)cc1	4%	-1%	-7%	18%	1%	-5	0%	?	?	-3%	-2%
COc1ccc(C)cc1N(CC(=O)Nc1cccnc1)S(=O)(=O)c1ccccc1	1%	4%	-29%	-2%	-3%	-11	7%	-17%	9%	4%	1%
COC(=O)c1ccccc1NC(=O)/C=C/C(=O)O	0%	-5%	-17%	7%	-1%	-1	-2%	-3%	?	-1%	-7%[46.1 µM]
CCOc1ccc(NC(=O)COC(=O)CCN2C(=O)C3CC=CCC3C2=O)cc1OCC (stereo not given)	-5%	7%	-19%	-1%	0%	-7	-1%	21%	5%	-4%	5%
Cc1cc(Cl)cc(C)c1OCCCCCn1ccnc1	2%	3%	-16%	8%	-6%	-2	7%	-16%	-1%	-7%	0%
CC(CCc1ccco1)NC(=O)CCc1nnc2ccc(NCc3ccccc3Cl)nn12 (stereo not given)	?	5%	0%	2%	4%	8	11%	-4%	0%	-2%	-1%
CCCNC(=O)C(Cc1ccccc1)NS(=O)(=O)c1ccc2c(c1)c(=O)n(C)c(=O)n2C (stereo not given)	0%	11%	11%	0%	-9%	3	9%	5%	-7%	1%	-1%
CC(C)(C)NC(=O)CN(Cc1ccco1)C(=O)CCC(=O)Nc1nccs1	1%	18%	6%	4%	0%	-7	-1%	-2%	1%	3%	-1%
CCCCNC(=S)N/N=C/c1sccc1C	2%	10%	0%	-4%	-3%	6	4%	1%	?	1%	3%
Cc1nc(NC(=O)CSc2nnc(N)s2)c(Cl)cc1Cl	-1%	-3%	9%	-1%	-1%	-5	3%	0%	0%	-2%	-2%
Cc1ccc(C)c(NC(=S)N(C)CCc2ccccn2)c1	1%	-2%	13%	3%	-3%	21	nt	1%	0%	-8%	-1%[46.1 µM]
CCCCSC(=S)N(C)C1CCS(=O)(=O)C1 (stereo not given)	0%	2%	7%	4%	-2%	6	4%	-2%	1%	2%	0%
O=C(CN1C(=O)/C(=C/c2cccc(Br)c2)SC1=S)Nc1cccnc1	4%	-4%	0%	?	0%	-11	-1%	7%	2%	-3%	6%

Sorted by the number under Tb PFK inh (descending): some entries from above
compound	Tb PFK inh	Eya2 inh	a7 integrin act	S-ASM inh	TSG101-PTAP inh	TSHR antagonist	Mito fusion act	TCR act
O=C(CN1C(=O)/C(=C/c2cccc(Br)c2)SC1=S)Nc1cccnc1	4%	-4%	0%	?	0%	-11	-3%	6%
Cc1ccc(C)c(NC(=S)N(C)CCc2ccccn2)c1	1%	-2%	13%	3%	-3%	21	-8%	-1%[46.1 µM]
CCCCSC(=S)N(C)C1CCS(=O)(=O)C1 (stereo not given)	0%	2%	7%	4%	-2%	6	2%	0%
Cc1nc(NC(=O)CSc2nnc(N)s2)c(Cl)cc1Cl	-1%	-3%	9%	-1%	-1%	-5	-2%	-2%

Whole records from above. Screens in order: Tb PFK inh	Eya2 inh	a7 integrin act	S-ASM inh	TSG101-PTAP inh	TSHR antagonist	A-T KAP1 phos	ELG1 DNA repair	Chronic BCR inh	Mito fusion act	TCR act
`COc1ccc(C)cc1N(CC(=O)Nc1cccnc1)S(=O)(=O)c1ccccc1` is entered as 1%	4%	-29%	-2%	-3%	-11	7%	-17%	9%	4%	1%
`Cc1ccc(C)c(NC(=S)N(C)CCc2ccccn2)c1` is entered as 1%	-2%	13%	3%	-3%	21	nt	1%	0%	-8%	-1%[46.1 µM]

Next section
molecule	Tb PFK inh	Eya2 inh	a7 integrin act	S-ASM inh	TSG101-PTAP inh	TSHR antagonist	A-T KAP1 phos	ELG1 DNA repair	Chronic BCR inh	Mito fusion act	TCR act
CC(=O)OC1CC(C)(C)N(OC(=O)CCCN2C(=O)c3ccccc3C2=O)C(C)(C)C1	-2%	9%	4%	-1%	-6%	-9	-2%	-1%	14%	11%	6%
COC(=O)c1ccccc1OCC(=O)NC1CCCCC1	4%	1%	-10%	1%	nt	-14	1%	14%	?	2%	nt
O=S(=O)(Nc1ccc(N2CCOCC2)cc1)c1ccc(F)cc1F	7%	-16%	-8%	5%	3%	-6	1%	-18%	-3%	6%	-26%
O=C(CC1C(=O)NCCN1CC1CCCCC1)NCc1cccc(F)c1F (stereo not given)	0%	-9%	0%	6%	-1%	0	3%	1%	-2%	-9%	-1%
COc1cc2ccccc2cc1C(=O)N1CCN(c2ccccc2O)CC1	0%	-6%	0%	-2%	-6%	9	-3%	-15%	-1%	8%	-2%
COc1ccc(-n2c(SCC(N)=O)nc3sc4c(c3c2=O)CCN(C)C4)cc1	-1%	4%	0%	4%	-5%	8	1%	-5%	-2%	0%	1%
CC(C)(C)CC(=O)Nc1ccc(-c2cn3cccnc3n2)cc1	7%	-10%	14%	i	0%	-3	18%	?	13%	-4%	1%
Cc1ccc(NC(=O)C2CC(=O)Nc3nc4ccccc4n32)c(C)c1 (stereo not given)	2%	-4%	-4%	-2%	-14%	-4	3%	6%	2%	-4%	-2%
C=CCn1c(COc2cccc(C)c2)nnc1SCn1nnc2ccccc2c1=O	-11%	-1%	6%	-1%	-4%	1	-2%	8%	-2%	-1%	-4%[46.1 µM]
N#Cc1nc(-c2ccco2)oc1N1CCc2ccccc2C1	0%	-8%	21%	2%	-5%	-13	2%	?	?	8%	-3%
CC(C)C1Oc2ccccc2C(=O)N(CC(=O)c2ccc3c(c2)OCCO3)C1=O (stereo not given)	-1%	-5%	-10%	-1%	-1%	-20	0%	?	0%	1%	-4%
Cc1ccc(S(=O)(=O)c2nc(S(C)(=O)=O)sc2N2CCC(O)CC2)cc1	-10%	5%	-52%[inhibitor]	-2%	6%	-2	-5%	3%	?	1%	0%
COc1ccc(Cc2noc(CN3CCCN(C4Cc5ccccc5C4)CC3)n2)cc1OC	-3%	9%	0%	-2%	2%	1	7%	-9%	-13%	-1%	nt
O=C(N/N=C/c1ccc(F)cc1)c1ccc(-n2cnnn2)cc1	3%	-29%	-23%	-1%	-7%	2	1%	-2%	?	4%	5%
CCN1CCN(Cc2nnc(-c3ccccc3)o2)CC1	0%	5%	0%	-2%	0%	4	7%	-2%	?	-15%	0%

molecule	Tb PFK inh	Eya2 inh	a7 integrin act	S-ASM inh	TSG101-PTAP inh	TSHR antagonist	A-T KAP1 phos	ELG1 DNA repair	Chronic BCR inh	Mito fusion act	TCR act
COc1ccc(-c2nn(-c3ccccc3)cc2/C=N/NC(N)=S)cc1OC	-2%	0%	25%	-12%	1%	1	-4%	1.8µM*	?	15%	-5%[46.1 µM]
COCCNS(=O)(=O)c1cc(OC)ccc1OC	-4%	10%	-3%	0%	0%	-5	-3%	5%	5%	-2%	2%
O=C(/C=C/c1ccccc1)NCC1(c2ccccc2)CCOCC1	3%	14%	-15%	6%	-5%	-5	23%	-18%	?	-1%	7%
O=C(Nc1nnc(-c2ccc3c(c2)CCCC3)o1)c1ccccc1	30%	0%	-32%	-4%	0%	-9	-5%	?	?	24%	-4%
O=C(O)C1CSC(c2ccccc2)N1C(=O)c1ccco1 (stereo not given)	3%	10%	11%	3%	-1%	-6	nt	-3%	2%	-2%	-4%
Cc1nc(SCc2ccccc2)c([N+](=O)[O-])[nH]1	-5%	5%	9%	-2%	-1%	-2	1%	9%	1%	5%	-4%[46.1 µM]
Cc1cc(NC(=O)CCCSc2nc(-c3ccco3)cc(C(F)(F)F)n2)n(-c2ccccc2)n1	5%	2%	-24%	?	-8%	-22	-2%	16µM*	?	9%	-7%[46.1 µM]
C[N+](C)(CC#N)C/C=C\c1ccccc1	-3%	2%	-11%	4%	-6%	-12	4%	5%	2%	3%	nt
